HIF activator: HIF pathway transcriptional activation | 0.32% of 300,000 active | U2OS HRE-luciferase reporter, luminescence; normalized: DMSO 0%, desferrioxamine 100% | activation, % at 7.5 µM (by protocol);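 active = mean activation of at least 10% of the iron chelator positive control signal, with at least half of replicates also reaching 10%; inconclusive = mean and replicate majority disagree about reaching 10%; inactive = mean and most replicates under 10%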
HSP90 refold inh: inhibitors of HSP90 luciferase refolding in rabbit reticulocyte lysate | luciferase refolding luminescence, 3 h | inhibition, % at 5.6 µM | 0.91% of 290,000 active | AID 1789;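 active = inhibition above the screen-wide mean plus 3 SD, computed separately per campaign, cut at about 16% in these data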;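 also: 0% = DMSO wells and 100% = 60 µM geldanamycin wells; inhibitors lower the luminescence because luciferase stays unfolded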
HSF-1 act: increases HSF-1 driven luciferase reporter signal. NIH3T3-HGL HSF-1 luciferase reporter, MG132, 8 h; 100% = twice DMSO control signal. activation, % at 9 µM. 1.7% of 300,000 active. AID 504408;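 active = mean replicate activation of at least 50% with a set share of replicates each reaching 50%; inconclusive = only one of those two conditions met; inactive = mean below 50% and too few replicates reaching it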;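 also: 0% = median of the neutral control wells and 100% = twice that signal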
IEC-6 cytotox: IEC-6 cytotoxicity, counter-screen for KLF5 inhibitors. luminescence viability. inhibition, % at 5 µM. 0.78% of 290,000 active. AID 1825; in the data active = inhibition above about 22%;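 also: 0% = plate median of test compound wells and 100% = cytotoxic reference compound wells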
KLF5 inhibitor: kruppel-like factor 5 inhibition | DLD-1 KLF5 promoter-luciferase reporter, luminescence | inhibition, % at 5 µM | 0.23% of 290,000 active;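 active = inhibition above a per-plate limit of that plate's mean compound inhibition plus 3 SD, cut at about 60% in these data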;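 also: 0% = DMSO wells and 100% = LY294002 at 200 µM; higher means less KLF5 promoter-driven luciferase light; inactives centre near -14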
Platelet DG rel: platelet dense granule release activity | AID 1663 | 0.22% of 300,000 active | human platelet-rich plasma, SFLLRN dense granule ATP release, luminescence | inhibition, %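 (compounds screened at 7.5 µM in platelet-rich plasma)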;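 active = mean replicate score, as percent of positive control, at or above 50; inconclusive = mean below 50 but at least one replicate at or above 50; inactive = mean and every replicate below 50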
HSF1 inhib: HSF1 inhibition; activity change, negative = inhibition, % at 7.5 µM (by protocol); 0.77% of 300,000 active; NIH3T3-HGL HSE-luciferase, MG132-induced, luminescence 8 h; active compounds read low;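 active = more than half of replicate wells show activity change below -50%, luminescence cut by over half; inconclusive = some wells, but at most half, below -50%; inactive = no replicate well below -50%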;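 also: luciferase reports HSF-1 transcriptional activity via heat shock element; 0% = median of DMSO wells and -100% = zero luminescence signal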
aSyn 5UTR inh: 5' untranslated region of α-synuclein, MLPCN primary screen; inhibition, % (tested at 7.5 µM); 0.82% of 300,000 active; alpha-synuclein 5'UTR reporter, inhibitor activity; AID 1813; in the data active = inhibition above about 60%; inconclusive = no clear call, values can overlap the other calls;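 also: H4 neuroglioblastoma cells stably carrying SNCA 5'UTR luciferase fusion; 0% = DMSO wells and 100% = positive control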
AI-2 QS mod: modulates the Vibrio harveyi AI-2 quorum sensing system. Vibrio harveyi JMH597 AI-2 luminescence/OD600 ratio, 9 h; active compounds read low; strain lacks LuxN and CqsS sensors; 0 = neutral-control median. activity change, % at 7.5 µM. 0.4% of 300,000 active; in the data active = activity change below about -75%, passing the limit was not always enough; inconclusive = no clear call, values can overlap the other calls;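 also: luminescence divided by OD600 gain over 9 h not by final OD600 alone; inactives centre near 13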
SKKanGAS inh: SKKanGAS growth inhibition. S. pyogenes SKKanGAS, kanamycin growth, BacTiter-Glo, 6 h. inhibition, % at 7.5 µM. 1.3% of 300,000 active;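 active = mean replicate score, as percent of positive control median, at least 50; inconclusive = mean below 50 but one replicate at or above 50; inactive = mean and every replicate below 50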;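 also: strain carries kanamycin resistance gene driven by streptokinase promoter and grows in 40 µg/ml kanamycin; loss of luminescence reflects streptokinase promoter inhibition or plain growth inhibition; 0% = median of DMSO wells and 100% = positive control at its reference dose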
Numbers without * were called inactive; ? = inconclusive; . = not tested or not shown. Compounds were not picked by outcome, and some 6% of all compounds hit somewhere here.

Second line of a record: HIF activator, HSP90 refold inh, HSF-1 act, IEC-6 cytotox, KLF5 inhibitor, Platelet DG rel, HSF1 inhib, aSyn 5UTR inh, AI-2 QS mod, SKKanGAS inh
Clc1ccc(-c2onc3c2CCCC3)cc1
→ 1.0, 3, 20, 5, -31, -3, 8, -24, 12, 1
N=c1sccn1CC(=O)Nc1ccccc1Oc1ccccc1
→ 0.2, -3, 10, 1, -28, -3, -11, 9, -1, -2
Cc1[nH]c2ccccc2c1C(=O)CSC(=S)N1CCN(C)CC1
→ 0.9, -4, 15, 3, -2, 3, 8, -30, 6, -4
COc1ccccc1N1CCN(C(=O)c2cc(-c3ccc(C)cc3)on2)CC1
→ 0.2, -1, 13, 3, -22, -4, 6, 26, 14, -1
Cc1cc(NCC2CCCCC2)nc2ccccc12
→ 0.4, -2, 16, -1, -1, 5, 4, -69, 16, 4
CCOc1ccc(NC(=O)CN(C)C(=O)c2cc(S(=O)(=O)N3CCCCC3)ccc2Cl)cc1OCC
→ 0.0, ., 1, ., ., -3, -2, 2, 18, 21
O=[N+]([O-])c1ccc(N2CCN(S(=O)(=O)c3ccc4ccccc4c3)CC2)cc1NCc1ccco1
→ 0.3, -1, 8, 4, -28, 1, 2, -1, 26, -1
Cc1cccc2nc(COc3ccc4ccccc4c3Br)cn12
→ 3.3, 6, 38, 9, -143, 4, 30, -203, 4, 64*
Cc1ccc(N(C)S(=O)(=O)c2ccc(C)cc2)cc1
→ -0.4, 2, 16, -1, -10, -1, -1, 23, -9, 2
NC(=O)CN1C(=O)NC2(CCCc3sccc32)C1=O (centres undefined)
→ -1.4, -1, -7, 0, -20, -2, -5, 1, 20, 3
C[C@@H]1CCC2[C@](C)(CO)[C@@H](O)CC[C@]2(C)[C@@]12CC[C@@](CO)(CC(=O)O)O2 (some centres undefined)
→ 0.1, 3, -7, 7, -14, -1, -8, 11, 12, -5
O=C(NNC(=O)c1cnccn1)c1ccc(Cl)c(Cl)c1
→ 0.1, 4, 2, 37*, 19, 8, -8, ?, -288*, 0
NC(=O)CSc1nnnn1CC(CC(=O)O)c1ccccc1 (centres undefined)
→ -0.3, -1, 7, -6, -10, 5, -3, 6, 10, 0
Cc1nc2sc3c(c2c(=O)n1NC(=O)CCBr)CCCC3
→ -1.1, 4, -2, 11, 17, 1, -3, 14, 11, 3
CC(C)(C)C(=O)Nc1ccc(Oc2ccc3c(c2)C(=O)N(c2ccc(O)cc2)C3=O)cc1
→ 0.6, 3, -9, -3, -40, 4, 0, -6, 8, -4
CCCn1c(N)c(N(CCOC)C(=O)c2ccc(Cl)c([N+](=O)[O-])c2)c(=O)[nH]c1=O
→ -0.3, 1, -4, 3, -3, -6, -4, -20, 11, -2
CC(C)Oc1ccc(CCNC(=O)C2CCC(=O)N(Cc3cccc(F)c3)C2)cc1 (centres undefined)
→ 1.0, 7, -3, 4, -33, -14, 20, -31, 35, -6
CCOc1ccc(C2CC(=O)c3c([nH]c(C(=O)OC)c3C)C2)cc1OC (centres undefined)
→ -0.4, 2, -1, 5, -21, -3, -2, 2, 19, 6
O=C(/C=C/c1c(Cl)nc2ccccn12)Nc1ccc(F)cc1
→ 1.8, 0, 5, 0, -12, 0, 1, -60, 17, -7
CC(=O)c1c(N2CCN(c3cccc(Cl)c3)CC2)nc(=S)n(-c2ccccc2)c1C
→ ., -1, 32, -4, 14, -7, 1, 18, -8, -22
CC(C)(C)n1nc2c(c1NC(=O)CCCc1ccccc1)CS(=O)C2 (centres undefined)
→ 0.3, 1, -3, -2, 3, -5, -8, 27, 22, -5
N#C/C(=C\c1cccs1)C(=O)Nc1ccccn1
→ 4.4, -2, 33, 4, -50, 10, 17, -75, 11, 1
Cc1ccc(S(=O)(=O)NC(CC(N)=O)C(=O)O)cc1 (centres undefined)
→ ., 0, ., 1, -18, ., ., ., 16, -3
COc1ccc2cc(/C=N/NC(=O)CN(c3ccccc3)S(=O)(=O)c3ccccc3)c(Cl)nc2c1
→ -0.4, 3, 8, -8, -26, 11, 2, -11, 8, 7
COc1ccc(/C=C(\C#N)C(=O)NCC(c2ccc(F)cc2)N2CCOCC2)cc1 (centres undefined)
→ 0.0, 4, 10, 3, -3, -5, 6, -14, -4, -21
CCCc1cc(=O)[nH]c(SCC(=O)c2c[nH]c3ccccc23)n1
→ -0.3, 2, -5, 0, 11, -1, 0, -8, 19, -13
CCOc1ccc(OCc2ccc(C(=O)N/N=C(\C)c3ccccn3)cc2)cc1
→ 1.3, 6, 31, -2, -118, -1, 11, 64*, 35, 92*
COCCN(C(=O)COC(=O)/C=C/c1ccc(C(F)(F)F)cc1)c1c(N)n(Cc2ccccc2)c(=O)[nH]c1=O
→ -0.2, ., -74, ., ., 2, -67*, 9, -24, 0
O=S(=O)(c1ccc(F)c(F)c1)N1CCN(S(=O)(=O)c2cccs2)CC1
→ -0.1, 0, -7, 0, -6, 1, -11, -23, 20, 1
Cc1cc(C)n(CCNC(=O)CC2C(=O)NCCN2Cc2ccc(C)o2)n1 (centres undefined)
→ -0.2, 3, 17, 1, -9, -9, 7, -7, 34, -12
CC(=O)Nc1ccc(-c2nc(C)c(C(C)=O)n2O)cc1
→ 0.8, -2, 8, -2, -38, 4, 1, -7, 24, 1
Cc1cccc(NC(=O)COC(=O)CCc2ccccc2)c1C
→ -0.7, -5, 3, 3, -21, 2, 4, 1, 15, -1
CC1CN(C(=O)CSc2ncnc3sccc23)CC(C)O1 (centres undefined)
→ -0.9, 0, 8, -1, -12, -1, -1, 10, 23, 1
CC1CN(c2ccc(C(F)(F)F)cc2[N+](=O)[O-])CCN1S(C)(=O)=O (centres undefined)
→ 0.2, -1, -12, 1, -29, -4, -11, 15, 13, -2
COc1ccccc1P(=O)(c1ccccc1)c1ccccc1NC(C)=O (centres undefined)
→ 0.3, -1, -4, 1, -5, -4, -10, -23, 16, -1
COc1cc(/C=N/NC(N)=S)cc(Br)c1OCc1ccccc1F
→ -0.6, 3, -22, 9, -20, 12, -15, -74, 54, 1
COc1ccc(-c2ccc(-c3noc(-c4cccs4)n3)c(OC)n2)cc1
→ 0.7, -5, 2, -1, -28, -30, 14, -52, 9, 9
CC1CN(C(=O)N2c3ccccc3Sc3ccccc32)CC(C)O1 (centres undefined)
→ -0.1, -4, -37, -3, -7, 1, -18, 7, 16, 20
OC1(c2cccc(C(F)(F)F)c2)CCN(Cc2nnnn2CCc2ccccc2)CC1
→ 0.4, -1, -2, -2, -22, 5, -9, -21, 20, -8
Cc1ccc(N(CC(=O)NCC2CCCO2)S(=O)(=O)c2ccc(Cl)cc2)cc1C (centres undefined)
→ -0.2, 5, 21, -2, -6, -22, 5, 11, 4, -1
CCOC(=O)c1ccccc1NC(=O)COC(=O)CCNS(=O)(=O)c1ccc(C)c(C)c1
→ -0.4, ., 10, ., ., 22, 4, 10, 3, -2
CCn1c(O)c(C=Nc2ccccc2)sc1=S
→ 1.9, -2, 35, -4, -169, 7, 15, -153, 7, -25
Cc1nc(-c2ccccc2)cn(O)c1=O
→ -0.1, 3, -7, 6, 5, 3, 1, -6, 2, -2
COc1ccc(C2CC(=O)c3ccccc3O2)cc1 (centres undefined)
→ 5.4, 0, 14, 2, -66, -1, 13, -147, 19, 3
COC(=O)C[C@H]1c2cc(F)cc(F)c2S(=O)(=O)N1C1CCN(Cc2ccccc2)CC1
→ 0.2, ., -21, ., ., 1, -4, -3, 1, -2
COc1ccc(C2=NOC(C(=O)NCc3ccc(F)cc3)C2)cc1OC (centres undefined)
→ -0.4, 3, 0, 88*, 85*, 13, -7, 82*, 34, 6
CC(=O)Nc1cc(C(=O)N(C)Cc2ccco2)ccc1Sc1ccc(Cl)cc1
→ -0.4, 0, 4, -8, -1, 1, -3, 23, -3, 2
CC(C)(C)c1n[nH]c(=S)n(N)c1=O
→ 0.0, -5, 1, -2, 8, 0, -9, 22, 18, -1
NC(=O)COC(=O)c1cccnc1Nc1ccccc1F
→ 0.2, 1, 2, 2, -38, -3, -1, 17, -7, -7
CCN(C(=O)CCC(=O)N(CC)c1ccccc1)c1ccccc1
→ 0.2, 2, 0, -7, 1, 11, -2, 21, 10, 1

Other structures:
Second line of a record: HIF activator, HSP90 refold inh, HSF-1 act, IEC-6 cytotox, KLF5 inhibitor, Platelet DG rel, HSF1 inhib, aSyn 5UTR inh, AI-2 QS mod, SKKanGAS inh
Nc1ncnc(Nc2cccc(C(F)(F)F)c2)n1
→ 0.0, -4, 4, -7, -7, 17, -3, -15, 7, -3
COc1ccccc1Oc1nnnn1-c1ccc(C(N)=O)cc1
→ -0.3, 1, 2, -2, -40, -3, -6, -71, 22, -5
C=CCn1c(SCC(=O)Nc2c(C)n(C)n(-c3ccccc3)c2=O)nc2scc(-c3ccccc3)c2c1=O
→ 0.5, 9, 15, 2, -19, 1, -4, 18, 19, -2
Cc1cccc(C)c1OCc1nnc(SCC(=O)Nc2nccs2)o1
→ -0.1, -1, 10, 2, -11, 3, 2, 7, 7, -8
CCCCOc1ccc(-c2cc(C(=O)NNC(=S)NCC)c3ccccc3n2)cc1
→ 0.6, 30*, -27, 3, 50, 77*, -23, 35, 14, 63*
Cc1ccc(S(=O)(=O)NC(=O)COc2ccccc2C)c(C)c1
→ 0.2, -3, -6, -8, -25, -9, -4, 1, 12, 5
NC(=O)CCn1c(C(=O)c2cc(Cl)c(N)c(Cl)c2)c2ccccc2[n+]1[O-]
→ -0.6, -4, 0, -1, -29, -3, 0, -20, 6, 3
Cn1cnnc1SCCNS(=O)(=O)c1cccc([N+](=O)[O-])c1
→ -2.0, -1, 3, 6, -27, 0, 7, -4, 16, 21
CC1CCN(C(C(=O)Nc2ccc3c(c2)OCO3)c2ccccc2)CC1 (centres undefined)
→ -0.2, ., 6, ., ., 10, 2, -4, -1, -3
Cc1sc2nc3n(c(=O)c2c1C)NC(=O)CC3
→ 0.5, -3, 5, 1, 3, -4, -3, 1, 14, -2
CC(=O)Nc1cc(OC(=O)c2ccco2)cc(OC(=O)c2ccco2)c1
→ -0.4, -7, -14, 2, -2, -31, 10, -17, 20, 10
CCCCN(C(=O)c1ccc(NC(=O)C(C)C)cc1)c1ccccc1
→ 0.0, 1, -42, 0, -4, 5, -20, 8, 15, 11
